aSyn tox rescue = rescues yeast growth from alpha-synuclein toxicity; actives 0.02% (n = 94,000); Potency, µM (highest dose often 46.1 µM), for the others: at the top dose growth rescue (activation), usual class: activators; AID 1347070; S. cerevisiae alpha-synuclein toxicity rescue, BacTiter-Glo growth, 24 h; active means well fitted activation curve with a large enough effect; inconclusive means small, poorly fitted or top-dose-only effect; further: 0% is about no effect
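Growth restoration measured by BacTiter-Glo luminescence after 24 hr at 30 deg C; alpha-synuclein yeast, raffinose-pregrown to mid-log, were added at OD600=0.02 in galactose medium onto pinned compounds.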
Active calls of the source: *; ? = inconclusive; [ ] = remark or other dose. Potency means the concentration at half of the fitted maximal effect. This is a subset, so the mix of outcomes need not match the whole.

SMILES	aSyn tox rescue
O=C(c1cccc(C(F)(F)F)c1)N1C[C@H]2C[C@@H](C1)c1cccc(=O)n1C2	7%
COC(=O)C1=CO[C@@H](C)[C@@H]2CN(CCc3c[nH]c4ccccc34)CC[C@H]12	2%
CCOC(=O)c1ccccc1N	0%
O=C1NC(=O)N(CC2CCCO2)C(=O)/C1=C/c1cccs1 (stereo not drawn)	0%
C=CCn1c(O)c(C(C)=NCCCn2ccnc2)c(=O)[nH]c1=O	-6%
CC(C)CCNC(=O)c1cc(C(=O)c2cc(F)ccc2O)cn(CCC(C)C)c1=O	2%
O=c1[nH]c(=S)[nH]c(O)c1N=Nc1cc2c(cc1[N+](=O)[O-])OCO2	-7%
Cc1ccc(OCC(=O)N2CCN(CCc3ccncc3)CC2)cc1	-6%
Cc1cc(C)c(NC2=NCCS2)cc1C	-9%
O=c1[nH]c(=O)n(-c2cccc(F)c2)c(O)c1/C=C1\C=Nc2ccccc21	2%
Cc1ccc(OC(=O)N(C)C[C@@H]2OCc3cnnn3CCCC(=O)N([C@H](C)CO)C[C@H]2C)cc1	4%
CCC(C)n1c(O)c(C=NCC2CCCO2)c(=O)[nH]c1=S (stereo not drawn)	3%
CCN1C(=O)CC(=O)N(CC)C1=S	2%
COC(=O)[C@@]1(C#N)[C@@H]2C=CC(C(C)=O)=CN2[C@@H](C(N)=O)[C@@H]1c1ccc(F)cc1	-5%
CCOC(=O)c1c(C)n(Cc2ccc(F)cc2)c2ccc(O)cc12	-3%
C=CCn1c(O)c(C(C)=Nc2ccc(C(=O)O)cc2)c(=O)[nH]c1=O	1%
Cc1ccc(OC(=O)N(C)C[C@H]2OCc3cnnn3CCCC(=O)N([C@H](C)CO)C[C@@H]2C)cc1	-9%
Cc1ncoc1C(=O)NCC1=C(c2ccc(S(C)(=O)=O)cc2)C[C@@H]2CC[C@H]1N2Cc1ccco1	-2%
O=C(N=Nc1c(O)[nH]c(=O)[nH]c1=O)C1COc2cc3ccccc3cc2O1 (stereo not drawn)	-2%
CN1C(=O)C(=Cc2cn(CC(=O)N3CCCCC3)c3ccccc23)C(=O)N(C)C1=O	7%
Cc1ccccc1-n1c(/C=C/c2ccccc2F)nc2ccccc2c1=O	2%
CC(C)CN1Cc2ccccc2-n2nncc2C1	-4%
C=CCn1c(O)c(/C=N/N2CCCCC2)c(=O)[nH]c1=O	-9%
Cc1ccc(S(=O)(=O)N2CCN(C(=O)COC(=O)Cc3ccccc3)CC2)c(C)c1	-37%[inhibitor]
Cc1cccc(Cn2cccc(C(=O)Nc3nnc(C)s3)c2=O)c1	-1%
O=C(N/N=C/c1c(O)n(Cc2ccc(F)cc2)c(=S)[nH]c1=O)c1ccncc1	-11%
COc1ccc(NC(=O)CN2C(=O)C(C)N=C(c3ccccc3F)c3cc(Cl)ccc32)c(OC)c1 (stereo not drawn)	?
CCOC(=O)c1ccc2[nH]c(-c3ccc(S(=O)(=O)F)cc3)cc(=O)c2c1	2%
Cc1cc(C)c(C)c(C(O)(C(=O)O)c2ccccc2)c1 (stereo not drawn)	0%
O=C(O)CCC(=O)NCCC1=c2ccccc2=N/C1=C\c1c(O)n(Cc2ccc(F)cc2)c(=S)[nH]c1=O	-17%
Cc1cccc(Cn2cccc(C(=O)Nc3ccc4c(c3)OCCO4)c2=O)c1	-8%
COc1ccc(CC2c3cc(OC)c(OC)cc3CCN2C)cc1OC (stereo not drawn)	6%
COc1ccccc1CNCCc1cccc(Cl)c1	1%
CCOC(=O)c1c(C)n(Cc2ccccc2)c2ccc(OCC(O)CNC(C)(C)C)cc12 (stereo not drawn)	-1%
Clc1ccccc1C1=NCc2nncn2-c2sc(Br)cc21	0%
O=c1[nH]c(=O)n(Cc2ccc(F)cc2)c(O)c1/C=N/Nc1ccccc1	-5%
CCn1ccnc1CN1CCCC(C(=O)c2cc(Cl)ccc2OC)C1 (stereo not drawn)	-12%
O=C(COc1ccc(Cl)cc1)Nc1ccc(Cl)cc1C(=O)c1ccccc1	8%
Cc1ccc(C2=NN(CCC(=O)N3CCC4(CC3)OCCO4)C(=O)CC2)cc1	-2%
COc1ccc(OC(=O)N(C)C[C@@H]2OCc3ccccc3-c3c(n(C)c4ccccc34)C(=O)N([C@H](C)CO)C[C@@H]2C)cc1	-8%
C#CC[N+]1(C)[C@@H]2CC(OC(=O)C(CO)c3ccccc3)C[C@H]1C(O)C2 (stereo partly drawn)	5%
N#Cc1ccc(NC(=O)CN2CCN(C(=O)c3cccs3)CC2)cc1Cl	0%
CC(CN1CCOCC1)OC(=O)Cc1ccccc1 (stereo not drawn)	-13%
CCC(N)Cc1c[nH]c2ccccc12 (stereo not drawn)	-1%
C1=NCCCN2CCCCC12 (stereo not drawn)	5%
COc1cc(N2CCOCC2)ccc1/C=C1\C(=O)NC(=O)N(Cc2cccs2)C1=O	-5%
CCC(=NCc1ccco1)c1c(O)n(-c2ccccc2C)c(=O)[nH]c1=O	-16%
N#Cc1cc2c(nc1SCC(=O)Nc1ccc(C(F)(F)F)cc1)C1CCN2CC1	4%
Cc1c(N=Nc2c(O)[nH]c(=S)[nH]c2=O)c(=O)n(-c2ccccc2)n1C	5%
COc1ccc(C(CNC(=O)CCc2ccsc2)N(C)C)cc1 (stereo not drawn)	12%
CCOC(=O)C1(CCc2ccccc2)CCN(Cc2csc(C(C)=O)c2)CC1	0%
COc1ccc(S(=O)(=O)N2Cc3ccccc3-n3nncc3C2)cc1	4%
CN1CCN(c2ccc(C(F)(F)F)cc2N)CC1	-12%
C[C@H]1CN([C@@H](C)CO)C(=O)CCCn2nncc2CO[C@H]1CN(C)C(=O)Oc1ccccc1	2%
CC1=CC2/C=C(\C)CCC(O)C(O)/C=C/C(=O)C23C(=O)NC(CC(C)C)C3C1C (stereo not drawn)	-3%
COc1ccc(OC)c(NC(=O)Cn2cc(C(=O)c3ccccc3F)c3ccccc32)c1	12%
Cc1cc(/C=C2\C(=O)NC(=O)N(c3cccc(F)c3)C2=O)c(C)n1-c1cc(C(=O)O)cc(C(=O)O)c1	5%
COc1ccc(NC(=O)c2sc3nc4c(cc3c2N)N2CCC4CC2)cc1OC	-4%
O=Cc1cn(Cc2c(F)cccc2Cl)c2ccccc12	2%
O=C(O)CCn1cc(C=C2C(=O)NC(=S)NC2=O)c(-c2cccc(Br)c2)n1	-8%

5 neighbouring entries already listed, quoted:
SMILES	aSyn tox rescue
Cc1c(N=Nc2c(O)[nH]c(=S)[nH]c2=O)c(=O)n(-c2ccccc2)n1C	5%
COc1ccc(C(CNC(=O)CCc2ccsc2)N(C)C)cc1 (stereo not drawn)	12%
CCOC(=O)C1(CCc2ccccc2)CCN(Cc2csc(C(C)=O)c2)CC1	0%
COc1ccc(S(=O)(=O)N2Cc3ccccc3-n3nncc3C2)cc1	4%
CN1CCN(c2ccc(C(F)(F)F)cc2N)CC1	-12%

Carrying on.
SMILES	aSyn tox rescue
FC(F)(F)c1ccccc1NC1=NCCCS1	-1%
Cn1c(=O)n(C)c2cc(CNCCc3ccc(F)cc3)ccc21	-6%
NS(=O)(=O)c1ccc(N=Cc2c(O)n(-c3ccccc3)c(=O)[nH]c2=O)cc1	1%
Cc1ccc(-n2c(=S)[nH]c3ccccc3c2=O)cc1C	2%
O=C1CC(c2ccc(F)cc2)c2c(c3ccccc3oc2=O)O1 (stereo not drawn)	0%
CC(C)(C)NC(=S)N1Cc2ccccc2-n2nncc2C1	-6%
CCc1ccc(OCC(=O)N2CCN(CCc3ccncc3)CC2)cc1	3%
COC(=O)C1=C(c2ccc(OCc3ccccc3)cc2)C[C@@H]2CC[C@H]1N2C(=O)NCCCCc1ccccc1	-10%
Cc1cc(OCC(=O)N2CCN(CCc3ccccn3)CC2)cc(C)c1Cl	2%
O=C1NC(=O)C(=Cc2ccc3ccccc3c2)C(=O)N1	2%
NN=C1C(Cl)=C(Cl)C(Cl)=C1Cl	11%
Cc1cccc(-c2nn3c(=O)cc(CN4CCN(C(=O)COc5ccc(Cl)cc5)CC4)nc3s2)c1	4%
O=S(=O)(c1cccc(C(F)(F)F)c1)N1Cc2ccccc2-n2nncc2C1	6%
O=C(NC1CC1)c1cn(Cc2ccccc2)nc1-c1ccccc1	0%
Cn1c(=O)c2c(ncn2CCCl)n(C)c1=O	3%
CN(c1ccc(O)cc1)c1ccc([N+](=O)[O-])c2nonc12	5%
COc1ccc(C)cc1NC(=O)c1cccn(Cc2cccc([N+](=O)[O-])c2)c1=O	-10%
CCc1ccc(N2C(=O)NC(=O)/C(=C\C=C\c3ccco3)C2=O)cc1	4%
O=C(Cc1cc(=O)[nH]c(=O)[nH]1)N1CCN(CCO)CC1	-6%
CC1(C)C2SCC(=O)N2CCN1CC(=O)NN (stereo not drawn)	-8%
c1ccc(CN2Cc3ccccc3-n3nncc3C2)cc1	-6%
CN(C)C(Cc1ccc(C#N)cc1)C(=O)c1ccccc1 (stereo not drawn)	9%
O=c1cccc2n1CC1CC2CN(S(=O)(=O)c2ccc(F)cc2)C1 (stereo not drawn)	13%
Cn1ncnc2c(=O)n(C)c(=O)nc1-2	-8%
Cc1ccc(Cn2cccc(C(=O)Nc3cc(C)on3)c2=O)cc1	-11%
COc1ccc(OC)c(CCNCc2c(C(=O)O)c(C)n(Cc3ccc(F)cc3Cl)c2C)c1	2%
CCOc1ccc(NC(=O)Cn2cc(C(=O)c3ccccc3)c3ccccc32)cc1	2%
O=C(Nc1cc(C(F)(F)F)cc(C(F)(F)F)c1)c1cccn(Cc2ccccc2Cl)c1=O	8%
CCOc1ccc(CN(CCc2ccc3c(c2)OCO3)Cc2cc(OC)ccc2O)cc1	-6%
O=C(c1cccc2ccccc12)C1CCCN(Cc2ccon2)C1 (stereo not drawn)	-13%

Part of the list above in a different format:
> O=C(N=Nc1c(O)[nH]c(=O)[nH]c1=O)C1COc2cc3ccccc3cc2O1 (stereo not drawn)
  aSyn tox rescue: -2%
> CCOC(=O)c1c(C)n(Cc2ccc(F)cc2)c2ccc(O)cc12
  aSyn tox rescue: -3%
> C=CCn1c(O)c(C(C)=Nc2ccc(C(=O)O)cc2)c(=O)[nH]c1=O
  aSyn tox rescue: 1%
> CCC(C)n1c(O)c(C=NCC2CCCO2)c(=O)[nH]c1=S (stereo not drawn)
  aSyn tox rescue: 3%

(list continues)
SMILES	aSyn tox rescue
Cc1nnc(NC(=O)c2cccn(Cc3cccc(Cl)c3)c2=O)s1	2%
COc1ccc(Cl)cc1C(=O)C1CCCN(Cc2cnc(C)s2)C1 (stereo not drawn)	-1%
COc1ccc(Cc2c(O)[nH]c(=O)[nH]c2=O)c(OC)c1	2%
CC(CCc1ccccc1)NCCC#N (stereo not drawn)	2%
CC(=O)NC(Cc1ccc(N(CCCl)CCCl)cc1)C(=O)NCC(=O)NCC(=O)O (stereo not drawn)	-9%
Nc1nonc1OCCCCOc1nonc1N	-2%
O=C1/C(=C/c2ccncc2)N2CCC1CC2	14%
Cc1ccc(-n2nc(C)c3c2NC(=O)CSC3c2ccc(O)cc2)cc1Cl (stereo not drawn)	7%
CC(Cc1ccccc1)NCc1ccccc1O (stereo not drawn)	4%
O=C1OC(c2ccc(Cl)cc2)=N/C1=C\N1CC2CC(C1)c1cccc(=O)n1C2 (stereo not drawn)	15%
CCOP(=O)(OCC)C(NC(=O)c1ccc(OC)cc1)C(Cl)(Cl)Cl (stereo not drawn)	2%
NCCCN1CCN(c2ccccc2)CC1	-17%
CC(=O)O[C@H]1C[C@@H]2CC[C@@H]3[C@H](CC[C@]4(C)C(=O)CC[C@@H]34)[C@@]2(C)C[C@@H]1OC(C)=O	3%
C#CC[N+]1(C)[C@@H]2CC[C@H]1CC(OC(=O)C(CO)c1ccccc1)C2 (stereo partly drawn)	-7%
CCN(CC)C(=O)c1ccc(NC(=O)CNC(C)c2cccc3ccccc23)cc1 (stereo not drawn)	-2%
O=S1(=O)N(Cc2ccccc2)CCCN1Cc1cccc(Cl)c1	9%
COc1ccc(OC(=O)N(C)C[C@H]2OCc3cnnn3CCCC(=O)N([C@@H](C)CO)C[C@H]2C)cc1	-1%
CCCCc1ncc(CN2CCCC(C(=O)c3ccc(SC)cc3)C2)[nH]1 (stereo not drawn)	-18%
Cc1nc2ccsc2c(=O)n1-c1ccccc1Cl	-11%
COc1cc2c(cc1C=O)OCO2	4%
Cc1ccccc1-n1c(-c2ccoc2)nc2ccccc2c1=O	-14%
CCOC(=O)C1(CCc2ccccc2)CCN(Cc2ccc3c(c2)OCCO3)CC1	5%
Cc1ccccc1NC(=O)c1cc(-c2ccccc2)n(CCCN2CCOCC2)c1C	4%
CN(C)CCNC(=O)c1cccn(Cc2cccc(C(F)(F)F)c2)c1=O	-9%
C=CCn1c(O)c(C(CC)=Nc2cccc(C(F)(F)F)c2)c(=O)[nH]c1=O	3%
Cc1ncc(C(=O)O)n1C(C)c1ccccc1 (stereo not drawn)	-4%
C[C@@H]1CN([C@@H](C)CO)C(=O)CCCn2nncc2CO[C@H]1CN(C)C(=O)Oc1ccccc1	-15%
Cc1ccc(NC(=O)CN2C(=O)CN=C(c3ccccc3)c3ccccc32)c(C)c1	-6%
CCn1ccnc1CN1CCCC(C(=O)c2cc(F)ccc2OC)C1 (stereo not drawn)	-8%
CC/C(=N\NC(=O)c1ccccc1)c1c(O)n(Cc2ccccc2)c(=O)[nH]c1=O	-9%

Continued, overlapping the part above by two compounds.
SMILES	aSyn tox rescue
CCn1ccnc1CN1CCCC(C(=O)c2cc(F)ccc2OC)C1 (stereo not drawn)	-8%
CC/C(=N\NC(=O)c1ccccc1)c1c(O)n(Cc2ccccc2)c(=O)[nH]c1=O	-9%
Cc1ccc(CN2C(=O)c3ccccc3Sc3ccc(C(=O)N4CCC5(CC4)OCCO5)cc32)cc1	20%
O=C(Nc1ccc2c(c1)OCO2)c1cccn(Cc2ccccc2)c1=O	3%
C=CCN1C(=O)NC(=O)/C(=C/c2c(CCN(C)C(=O)c3ccccc3)cc3c(c2OC)OCO3)C1=O	0%
CCOC(=O)c1cccc(C2=C(CNC(C)=O)[C@H]3CC[C@@H](C2)N3Cc2ccccc2)c1	5%
Cc1ccsc1C(=O)C1CCCN(Cc2ccccc2O)C1 (stereo not drawn)	2%
COc1ccc(OC(=O)N(C)C[C@H]2OCc3cnnn3CCCC(=O)N([C@H](C)CO)C[C@H]2C)cc1	4%
COc1cc(C(=S)N2CCOCC2)cc(OC)c1OC(=O)Cc1ccccc1	-5%

From PubChem
